b-catenin transl: alters nuclear translocation of beta-catenin in HeLa cells | immunofluorescence imaging | nuclear translocation activity, % at 5 µM | 0.3% of 190,000 active | AID 1665;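 active = nuclear translocation activity above 50% at 5 µM, with a well cell count of 50 or more; inconclusive = wells under 50 cells across six images, flagged as toxic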;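 also: per-cell ratio of nuclear to cytoplasmic median beta-catenin stain intensity; plate controls were DMSO negative control for no effect and GSK-3 inhibitor IX positive control for full effect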
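Read-out: Nuclear/cytoplasmic beta-catenin signal ratio, % activation | Assay system: Human HeLa cell line | Times: 24 h compound exposure at 37°C, 5% CO2 | Signal: Fluorescence imaging of beta-catenin antibody stain plus DAPI | Dosing: 5 µM primary, 0.02–20 µM confirmation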
MT stabilize HCS: microtubule stabilization, imaging screen | HeLa tubulin immunostaining HCS, 24 h; share of cells brighter than vehicle mean+2SD | % tubulin-high responders, % at 10 µM | 0.83% of 200,000 active | AID 2205;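 active = plate Z-score above 3 for both tubulin-high and condensed-nucleus cell shares, with cell loss under 80%, at 10 µM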;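 also: anti alpha tubulin signal scored within the nucleus-defined area of each cell; some results filed as inactive read as strong as hits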
Insulin prom up: MIN6 insulin promoter up-regulation. MIN6 insulin promoter-GFP reporter, high-content imaging; stronger effect = higher value. z-score at 5 µM. 0.3% of 190,000 active;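 active = z-score above 3 at 5 µM with at least 500 cells counted in the well; inconclusive = wells under 500 cells, flagged as cytotoxic or low count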
TNAP activators: stimulation of alkaline phosphatase TNAP activity – biochemical, luminescent, no phosphate acceptor, uHTS, primary screen (AID 1001) | activation fold at 20 µM, or EC50 in µM where a hit was titrated | purified TNAP, luminescent activation assay, no phosphate acceptor; higher activation fold means a stronger effect | 0.03% of 200,000 active; in the data active = activation fold from about 3, or a potency from the dose series; inactive = the rest, 99 in 100 with activation fold below about 1.6; also: many of its hits are not listed in these tables
T cell HTS: T cell immune modulation candidate; 0.068% of 330,000 active; AID 2052; calls only at 7 µM; 2C CD8+ T cell-vesicle binding, flow cytometry; stronger effect = lower value;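 active = response, share of CD8 T cells binding vesicles, and their 90th percentile fluorescence all below set limits, cut at about 80% in these data, passing the limit was not always enough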
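material = purified 2C TCR transgenic mouse naive CD8+ T cells | controls = Unloaded micro-vesicles (low), QL9 vesicles with 0.7% DMSO (high) | detection = cytometric PE anti-B7-1 and Alexa647 anti-CD8 signals after 1% paraformaldehyde fixation | incubation = binding step 1.5 h, 37 °C, antibody labelling 20 min, ice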
human PMI inhibition: inhibitors of human PMI, primary screen, biochemical, fluorescence intensity, coupled assay (AID 1209); 0.42% of 190,000 active; purified PMI enzyme, coupled fluorescence intensity; higher % means a stronger effect; one-dose inhibition, % at 20 µM; IC50 in µM for titrated hits;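 also: plate controls were DMSO vehicle for no effect and wells lacking substrate for full effect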
Lipid droplet: hepatic lipid droplet formation modulation | AML12 mouse hepatocytes, oleate lipid droplets, BODIPY imaging | inhibition, % at 6.5 µM | 0.4% of 240,000 active;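 active = lipid droplet intensity inhibited by at least 50%, with more than 500 cells counted; inconclusive = wells with under 300 cells, treated as cytotoxic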
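Material – AML12 mouse liver cells · Also added – oleate loading, 100 µM · Compound dosing – 6.5 µM single-point dosing · Times – overnight treatment with compound plus oleate · Measured by – fluorescence imaging, 20x objective, two fields per well · Read-out – percent inhibition of filter-corrected integrated lipid droplet intensity per well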
Autophagy mod: modulators of autophagy; MEF GFP-LC3 puncta imaging; test concentration mostly 10 µM; calls only at 10 µM (by protocol); 0.98% of 190,000 active; AID 463193;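 active = percentage of spot-positive cells more than 3 SD above its plate mean, without a fluorescence outlier flag or 80% toxicity; inconclusive = no clear call, values can overlap the other calls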;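 also: spot-positive cell cutoff set from DMSO-treated cells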
human PMI inhibitors: MPI inhibition at elevated mannose 6-phosphate – biochemical, fluorescence intensity, high mannose 6-phosphate, primary screen (AID 1220) | recombinant PMI enzyme, coupled fluorescence intensity; higher % means a stronger effect | one-dose inhibition, % at 20 µM; IC50 in µM for titrated hits | 0.66% of 190,000 active
Insulin prom up cell count: also measured in Insulin prom up; calls as there; cell count; measured here: cytotoxicity, nuclei count;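 total cells summed across four imaged fields per well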
Lipid droplet cells 6.5 µM: recorded beside Lipid droplet, whose call it bears; cell count; measured here: cell count, cytotoxicity flag;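 cells counted across two imaged fields per well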
b-catenin transl cell count 5 µM: further read-out of b-catenin transl, marked with its call; cell count; measured here: cell count, cytotoxicity flag
T cell HTS vesicle-bound %: recorded beside T cell HTS, whose call it bears; double positive events, %; measured here: CD8+ vesicle-bound cell fraction;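 binding gate set so that unloaded-vesicle control wells show 10% double positive cells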
MT stabilize HCS Hoechst-high %: further read-out of MT stabilize HCS, marked with its call; % Hoechst-high responders; measured here: nuclear condensation Hoechst responders;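 share of cells brighter than vehicle mean plus two SD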
MT stabilize HCS cytotoxicity %: second read-out of MT stabilize HCS, no call of its own (marks repeat the call); toxicity, %; measured here: cytotoxicity by cell density;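 0% = mean cell density of plate MIN control wells and 100% = no cells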
Autophagy mod cell loss 18 h: also measured in Autophagy mod; calls as there; toxicity, %; measured here: cell loss, nuclei count;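 cell loss after 18 h compound exposure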
Starred values were filed as active, the others as inactive; i = inactive; ? = inconclusive; . = no result given. Rule as the data show it, unless noted: active = inhibition above about 50%; inactive = the rest. A portion of the library. The share of hits here may be higher or lower than overall.

Results follow in this order: b-catenin transl cell count 5 µM	T cell HTS	TNAP activators	MT stabilize HCS cytotoxicity %	T cell HTS vesicle-bound %	Insulin prom up	Autophagy mod cell loss 18 h	Lipid droplet cells 6.5 µM	human PMI inhibition	Autophagy mod	MT stabilize HCS	Lipid droplet	MT stabilize HCS Hoechst-high %	human PMI inhibitors	b-catenin transl	Insulin prom up cell count
[1] CCNC(=O)NNC(=O)C1CC(c2cccnc2)=NO1 (stereo not given)
  1551	i	1	6.4	21	0.75	3	696	-6%	i	1.2	3	1.3	-2%	-0.5	1348
[2] CC(=O)OC1N=C(c2ccc(Cl)cc2)c2cc(Br)ccc2NC1=O (stereo not given)
  1365	i	1.1	5.6	13	0.83	-3	.	6%	i	3.6	.	1.4	12%	-0.2	1592
[3] O=C(Oc1c(Cl)cc(Cl)c2ccccc12)N1CCCCC1
  .	i	1.1	7.0	56	.	1	799	6%	i	3.6	1	2.0	2%	.	.
[4] CC(=O)OC1(c2ccccc2)CCN(C)C(C)C1C (stereo not given)
  1185	i	1.1	6.2	38	.	4	703	-8%	i	4.3	-12	2.0	-7%	-1.0	.
[5] Cc1ccccc1-n1c(O)c(C=NCCN2CCOCC2)c(=O)[nH]c1=O
  .	i	1.2	2.9	22	-1	2	692	0%	i	1.4	-1	1.5	-3%	.	1322
[6] CCCCn1c(O)c(C(C)=NCC2CCCO2)c(=O)[nH]c1=O (stereo not given)
  1266	i	1	6.1	25	-0.74	-5	814	-5%	i	0.8	-10	1.7	-7%	-2.1	981
[7] CCOCCN1CCN(c2nnc3n2-c2ccc(Cl)cc2C(c2ccccc2Cl)=NC3)CC1
  1424	i	1	4.8	50	-0.66	-21	.	9%	i	3.6	.	1.8	5%	2.6	1395
[8] O=C(c1ccncc1)C12CN3CN(CN(C3)C1)C2
  1008	i	1.1	3.4	38	0.63	-4	738	12%	i	4.2	-1	2.1	10%	-0.2	1300
[9] CCOc1ccc(N=Cc2c(O)n(Cc3ccccc3)c(=S)[nH]c2=O)cc1
  1132	i	.	.	38	0.29	.	690	.	.	.	-1	.	.	-3.2	1295
[10] C=CCn1c(O)c(/C=N/N2CCCCC2)c(=O)[nH]c1=O
  1288	i	.	.	32	1.2	.	682	.	.	.	0	.	.	0.0	1013
[11] C=CCN(CC#CCOc1ccccc1OC)CC=C
  1061	i	1.1	0.8	0	0.58	-25	700	-7%	i	1.0	4	1.7	-5%	-1.4	1638
[12] COc1ccc(CCn2c(O)c(C=NCc3cccnc3)c(=O)[nH]c2=O)cc1OC
  .	i	1.1	16	19	-0.17	-2	685	2%	i	2.2	-2	3.1	2%	.	1367
[13] c1ccc(C2NCCc3[nH]cnc32)cc1 (stereo not given)
  1384	i	.	.	33	0.09	.	657	.	.	.	-3	.	.	-1.1	981
[14] CCOC(=O)c1ccc2[nH]c(-c3ccc(S(=O)(=O)F)cc3)cc(=O)c2c1
  1237	i	.	.	22	-0.37	.	700	.	.	.	-1	.	.	3.1	1330
[15] CCC(=O)c1c(O)n(C2CCCCCC2)c(=O)[nH]c1=O
  1165	i	1	6.0	41	0.29	12	.	-4%	i	4.5	.	4.1	-10%	-0.5	1031
[16] CC(=O)NC(C)Cc1ccccc1 (stereo not given)
  .	i	1	8.8	15	.	2	789	1%	i	1.7	14	2.0	3%	.	.
[17] C=CC(C)C(C(=O)c1ccccc1)N(C)C (stereo not given)
  990	i	1.1	0.5	10	0.21	10	651	12%	i	5.2	14	1.0	10%	-3.1	1151
[18] COc1ccc(-c2nc3ccccc3n2OC(=O)N(C)C)cc1
  1204	i	1	4.3	12	.	37	824	2%	i	1.4	7	1.8	-3%	-7.1	.
[19] CN1CCN(Cc2ccccc2Sc2ccccc2)CC1
  863	i	1.1	4.3	54	0.01	10	641	4%	i	2.6	-4	4.3	4%	-0.4	1222
[20] CC(=O)c1ccc2c(c1)C1C(Cl)C(Sc3ccccc3[N+](=O)[O-])CC1C(c1ccccc1)N2 (stereo not given)
  1032	i	0.9	3.2	28	-0.78	-7	712	-24%	i	3.7	1	2.1	-67%	-1.3	1827
[21] CCC(CC)NCc1c[nH]c2ccccc12
  1102	i	1.1	6.8	33	-0.38	12	647	0%	i	2.6	-24	1.0	-8%	-0.3	1326
[22] COc1ccc(CC2(CCc3ccncc3)C(=O)NC(=O)NC2=O)c(OC)c1
  974	i	1	2.2	64	0.49	8	726	8%	i	1.8	4	1.1	8%	-1.4	1452
[23] COc1cc(N2CCOCC2)ccc1/C=C1\C(=O)NC(=O)N(Cc2cccs2)C1=O
  1088	i	0.9	0.6	10	0.03	9	666	-8%	i	1.6	-1	1.0	-6%	-1.4	1185
[24] CCC(=NCc1ccco1)c1c(O)n(-c2ccccc2C)c(=O)[nH]c1=O
  1197	i	.	.	29	0.32	.	792	.	.	.	-7	.	.	0.6	1151
[25] CC(=NCc1cccnc1)c1c(O)n(Cc2ccccc2)c(=O)[nH]c1=O
  1102	i	1	12	18	.	2	761	-3%	i	1.5	10	2.3	-6%	3.0	.
[26] Cc1cc(C)cc(N2C(=O)NC(=O)/C(=C\c3cccn3-c3ccc(Cl)cc3)C2=O)c1
  1440	i	1	17	41	1.6	20	.	4%	i	9.3	.	2.6	-1%	0.1	1149
[27] CN1C(=O)C(C2c3ccccc3C(=O)N2Cc2ccc([N+](=O)[O-])cc2)C(=O)N(C)C1=O (stereo not given)
  1356	i	1	0.4	30	-0.34	2	.	-1%	i	3.3	.	2.3	-9%	4.3	1436
[28] Cc1[nH]c2ccccc2c1C(=O)CN1CC=C(c2ccccc2)CC1
  563	i	1	1.9	35	-0.32	-4	721	-4%	i	5.6	-27	4.5	-2%	-1.1	1122
[29] C=C(C)c1cccc(C(C)(C)NC(=O)NC2CN3CCC2CC3)c1 (stereo not given)
  780	i	1.2	0.4	58	0.01	-7	.	2%	i	3.8	.	1.7	-6%	-0.8	995
[30] Cc1c(N=Nc2c(O)[nH]c(=S)[nH]c2=O)c(=O)n(-c2ccccc2)n1C
  1180	i	1	13	32	0.08	-13	595	22%	i	4.9	0	2.2	22%	-2.3	1468
[31] Cc1ccc(Cl)cc1N1CCN(CCN)CC1
  1025	i	1	6.8	36	-0.52	-1	745	14%	i	3.2	-3	2.1	6%	5.2	1223
[32] C/C(CCc1c[nH]c2ccccc12)=N\O
  1094	i	1.1	2.5	13	0.51	6	.	-4%	i	1.6	.	1.4	-7%	-1.1	999
[33] O=c1[nH]c(=O)n(Cc2ccccc2)c(O)c1/C=N/NCCO
  1379	i	.	.	9	-0.38	.	780	.	.	.	-1	.	.	1.0	1135
[34] Cc1nc2c(c(C)nn2-c2ccccc2)c(C)c1CCC(=O)N1CCC2(CC1)OCCO2
  1108	i	1.1	1.9	17	-0.98	5	788	8%	i	2.8	-21	1.6	8%	1.5	1294
[35] CCOC(=O)C1(CCc2ccccc2)CCN(Cc2csc(C(C)=O)c2)CC1
  944	i	1	4.6	53	0.75	35	699	5%	i	2.5	2	2.0	5%	3.5	1305
[36] FC(F)(F)c1ccc2c(c1)N(CCCN1CCN(CCCl)CC1)c1ccccc1S2
  1131	i	1	7.0	46	?	2	692	-47%	i	1.9	-17	1.9	-84%	-1.7	.

Part of the list above, tab-delimited.
item	mol	b-catenin transl cell count 5 µM	T cell HTS	TNAP activators	MT stabilize HCS cytotoxicity %	T cell HTS vesicle-bound %	Insulin prom up	Autophagy mod cell loss 18 h	Lipid droplet cells 6.5 µM	human PMI inhibition	Autophagy mod	MT stabilize HCS	Lipid droplet	MT stabilize HCS Hoechst-high %	human PMI inhibitors	b-catenin transl	Insulin prom up cell count
31	Cc1ccc(Cl)cc1N1CCN(CCN)CC1	1025	i	1	6.8	36	-0.52	-1	745	14%	i	3.2	-3	2.1	6%	5.2	1223
34	Cc1nc2c(c(C)nn2-c2ccccc2)c(C)c1CCC(=O)N1CCC2(CC1)OCCO2	1108	i	1.1	1.9	17	-0.98	5	788	8%	i	2.8	-21	1.6	8%	1.5	1294
32	C/C(CCc1c[nH]c2ccccc12)=N\O	1094	i	1.1	2.5	13	0.51	6	.	-4%	i	1.6	.	1.4	-7%	-1.1	999
